Source: PubChem BioAssay
Rhodamine fluor: qHTS Assay for Spectroscopic Profiling in Rhodamine Spectral Region; 59,000 tested, 0.05% active; max dye-equivalent concentration, M; Rhodamine-region fluorescence, 547/598 nm, Tris buffer; stronger effect = higher value; in the data active = max dye-equivalent concentration above about 11 nM; inconclusive = between about 1.1 nM and that limit
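Compounds in 100 mM Tris buffer, pH 8.0, were incubated 15 min at room temperature, then read at 547 nm excitation and 598 nm emission. Fluorescence was normalized against a per-plate six-point rhodamine standard curve as dye-equivalent concentration.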
HEK293 cAMP ctrl: qHTS Assay for Agonists of the Thyroid Stimulating Hormone Receptor: Activators of Intracellular cAMP Concentrations in Parental HEK 293; Potency, µM (top dose mostly 57.1 µM), for inactives: at the top dose activation, most hits filed as activators; AID 938, 2007; parental HEK293 CNG cAMP sensor, membrane potential fluorescence; 73,000 tested, 2.5% active; also: potency is read from the fitted curve at half-maximal effect; % of control where 0% means no effect; nearly all actives have a fitted effect of over 55% in size
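Parental HEK 293 cells stably expressing a modified CNG channel (no TSHR) report cAMP rise as membrane depolarization. Membrane potential dye with 100 uM RO 20-1724 was loaded for 60 min at room temperature, then compound added for 30 min; fluorescence read at 590 nm.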
Caspase-1 inhib: qHTS Assay for Allosteric/Competitive Inhibitors of Caspase-1; P29466; Caspase-1 enzyme, Ac-WEHD-AFC fluorogenic rate; Potency, µM (highest dose often 57.5 µM), for the others: at the highest dose activity change, negative = inhibition, most hits filed as inhibitors; 75,000 tested, 0.03% active; AID 900, 2007;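 also: potency is read from the fitted curve at half-maximal effect; plate controls were vehicle for no effect and no substrate for full effect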
BRCT inh green: qHTS Assay for Inhibitors of BRCT-Phosphoprotein Interaction (Green Fluorophore). Breast cancer type 1 susceptibility protein (Homo sapiens), P38398. BRCA1 BRCT-phosphopeptide binding, green fluorescence polarization. AID 875, 2007. Potency, µM (titrated, usually from 76.9 µM), without a hit: top-dose activity change, negative = inhibition, usual class: inhibitors. 75,000 tested, 0.05% active;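 also: potency is read from the fitted curve at half-maximal effect; plate controls were peptide without protein for full effect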
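Compounds were incubated for 12 min at room temperature with a complex of 100 nM fluorescein-tagged pBACH1 decapeptide and 250 nM His-tagged BRCT protein. Buffer was phosphate pH 7.3 with EDTA, DTT and Tween 20. Disruption of binding lowers the polarization signal.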
Fluorescein fluor: qHTS Assay for Spectroscopic Profiling in Fluorescein Spectral Region. Compound autofluorescence, 480/540 nm, fluorescein-equivalent; stronger effect = higher value. max fluorescein-equivalent concentration, M. 59,000 tested, 0.91% active; in the data active = max fluorescein-equivalent concentration above about 10 nM; inconclusive = between about 1.1 nM and that limit
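Each compound is tested across a concentration series in 100 mM Tris buffer at pH 8.0. After 15 min at room temperature, plates are imaged with 480 nm excitation and 540 nm emission filters, and intensities are converted to fluorescein-equivalent values.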
Casp7 inh: qHTS Assay for Allosteric/Competitive Inhibitors of Caspase-7. P55210. recombinant caspase-7, Ac-DEVD-AFC fluorescence rate. Potency, µM (doses to about 57.5 µM), without a hit: at the top dose activity change, negative = inhibition, hits mostly inhibitors. 75,000 tested, 0.02% active; active = well fitted inhibition curve with a large enough effect in the main read-out, with a control signal flat, not every such curve was filed as active; inconclusive = small, poorly fitted or top-dose-only effect, or a change in a side signal; also: potency is read from the fitted curve at half-maximal effect; % of control where 0% means no effect
USP2a inhib: qHTS Assay for Inhibitors of Ubiquitin-specific Protease USP2a; Ubiquitin carboxyl-terminal hydrolase 2 (Homo sapiens), O75604; USP2a enzymatic assay, qHTS inhibition; Potency, µM (series often up to 38.3 µM), for inactives: at the top dose activity change, negative = inhibition, most hits filed as inhibitors; 60,000 tested, 0.1% active; AID 927, 2007;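 also: potency is read from the fitted curve at half-maximal effect; nearly all actives have a fitted effect of over 60% in size; plate controls were DMSO for no effect and NEM full inhibition control for full effect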
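Inhibition is measured in a cell-free coupled assay with 20 nM USP2 core, 20 nM Ub-PLA2 and 20 uM NBD C6-HPC, 2.5 h incubation. Activity normalized to NEM control.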
A350 fluor: qHTS Assay for Spectroscopic Profiling in A350 Spectral Region. 59,000 tested, 11% active. max dye-equivalent concentration, M. Compound autofluorescence, 340/450 nm, Alexa 350 dye-equivalents; stronger effect = higher value. AID 590, 2007; in the data active = max dye-equivalent concentration above about 10 nM; inconclusive = mostly about 1.1 nM to 9.6 nM
TexasRed autofl: qHTS Assay for Spectroscopic Profiling in Texas Red Spectral Region; Compound fluorescence, Texas Red channel, 547/618 nm; stronger effect = higher value; max dye-equivalent concentration, M; 59,000 tested, 0.06% active; AID 587, 2007; in the data active = max dye-equivalent concentration above about 10 nM; inconclusive = between about 1.1 nM and that limit
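Spectral interference profiling: each compound concentration's relative fluorescence, read with a 547 nm excitation and 618 nm emission filter pair, was normalized to a per-plate Texas Red standard curve.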
BRCT PPI red: qHTS Assay for Inhibitors of BRCT-Phosphoprotein Interaction (Red Fluorophore) | Breast cancer type 1 susceptibility protein (Homo sapiens), P38398 | BRCT-phosphopeptide binding, red fluorescence polarization | Potency, µM (doses to about 76.9 µM), inactives show at the top dose activity change, negative = inhibition, hits mostly inhibitors | 75,000 tested, 0.03% active; also: % is scaled to controls: 0 for no effect and ±100 for the full control effect
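Rhodamine-labelled pBACH1 10-mer (100 nM) bound to BRCT domain (100 nM) at pH 7.3; compounds incubated 12 min room temperature, polarization read. Free peptide defines full inhibition; unlabelled decapeptide titrated as control.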
4-MU autofl: qHTS Assay for Spectroscopic Profiling in 4-MU Spectral Region | compound autofluorescence, 340/450 nm, 4-MU equivalents; stronger effect = higher value | max dye-equivalent concentration, M | 59,000 tested, 11% active | AID 589, 2007; in the data active = max dye-equivalent concentration above about 10 nM; inconclusive = mostly about 1.1 nM to 9.6 nM
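Compounds in 100 mM Tris, pH 8.0, sat 15 min at room temperature before fluorescence was read at 340 nm excitation/450 nm emission; a per-plate six-point 4-MU standard curve converted signals to dye-equivalent concentration at each compound concentration.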
Starred values were filed as active, the others as inactive; i = inactive; u = inconclusive; x = no result given; [ ] = dose if it differs, or a comment. Unless noted, calls follow the shape of the dose curve; as a rule, active = well fitted curve in the direction sought with a large enough effect; inconclusive = small, poorly fitted or top-dose-only effect, or another doubt; inactive = no such curve, though single readings can be large; an effect the other way counts as inactive or inconclusive. This is a subset, so the mix of outcomes need not match the whole.

SMILES	Rhodamine fluor	HEK293 cAMP ctrl	Caspase-1 inhib	BRCT inh green	Fluorescein fluor	Casp7 inh	USP2a inhib	A350 fluor	TexasRed autofl	BRCT PPI red	4-MU autofl
CCCC1(C(=O)OC)C=C2C(=C(C(C)C)C(=O)C2C)CN1 (stereo unspecified)	x	u	-8%	-0.9%	x	-13%	x	x	x	0.5%	x
Cc1cc(N2CCCCC2)nc(SCc2ccc(C#N)cc2)n1	i	32µM*	-2%	-0.5%	i	-1%	-1%	i	i	-1.7%	i
O=C(NCCN1CCN(c2ccccc2F)CC1)C1CC(=O)N(C2CCCC2)C1 (stereo unspecified)	i	4%	3%	-2.0%	i	2%	12%	i	i	0.8%	i
Nc1nnc(CC(=O)NCc2ccccc2)s1	i	1%	0%	-2.6%	u	0%	-5%	u	i	-0.1%	i
CCn1c(SCC(=O)N2CCOCC2)nc2oc3c(Cl)cc(Cl)cc3c(=O)c2c1=O	i	u	0%	1.1%	i	0%	11%	u	i	0.2%	i
O=C1CN(C(=O)CSc2nncn2-c2ccccc2)c2ccccc2N1	i	4%	0%	-0.6%	i	2%	4%	i	i	0.5%	i
CCOC(=O)CSc1nc2ccccc2c(=O)n1NC(=O)c1ccccc1	i	1%	2%	-0.1%	i	-2%	3%	i	i	2.0%	i
COc1ccc(C/C(N)=N/n2cnnc2)cc1Cl	x	5%[11.4 µM]	1%	-0.7%	x	1%	3%[7.66 µM]	x	x	-1.3%	x
CN(C)c1ccc(NC(=O)Nc2cccc(Cl)c2)cc1	i	-19%	-2%	-3.6%	i	-1%	3%	i	i	2.0%	i
CC(NC(=O)c1ccco1)C(c1cccs1)N1CCN(c2ccc(F)cc2)CC1 (stereo unspecified)	i	5%	0%	1.6%	u	-2%	18%	i	i	0.4%	i
O=C1CCc2cc(S(=O)(=O)NC(Cc3ccccc3)C(=O)NCC3CCCO3)ccc2N1 (stereo unspecified)	x	3%	1%	-5.3%	x	0%	x	x	x	-1.2%	x
COc1cc(OC)c(C#N)c(S(=O)Cc2ccccc2)c1 (stereo unspecified)	i	5%	2%	0.5%	i	-1%	5%	i	i	-0.7%	i
CCN(CC)C(=O)CN1C(=O)C2CC=C(Cl)CC2C1=O (stereo unspecified)	i	-6%	1%	-0.6%	u	-1%	2%	i	u	0.2%	i
COC(=O)CN(c1cc(OC)ccc1OC)S(=O)(=O)c1ccc(OC)c(OC)c1	i	x	x	x	u	x	x	2.8e-08M*	i	x	2.4e-08M*
FC(F)(F)c1nc2ncc(Cl)cc2[nH]1	i	14%	1%	-1.1%	i	0%	-3%	i	i	-0.2%	i
COc1cc(Cn2cnnn2)ccc1O	i	-1%	-1%	-0.1%	i	1%	5%	i	i	-0.1%	i
CCCCCOC(=O)NCC(O)c1ccccc1 (stereo unspecified)	x	4%	-1%	-1.8%	x	1%	8%	x	x	-0.1%	x
CCCn1c(SCC#N)nc2c(c1=O)C1(CCCC1)Cc1ccccc1-2	i	x	x	x	i	x	x	i	i	x	i
COc1cc2ccc([C@H](C)NCC#N)cc2cc1OC	i	-1%[11.4 µM]	5%[11.5 µM]	-0.1%[15.4 µM]	i	1%[11.5 µM]	x	i	i	-0.2%[15.4 µM]	i
Cc1nn(-c2ccccc2)c2nc(N)c(C#N)c(-c3ccc(F)cc3)c12	i	u	-10%	3.3%	i	-10%	21%	5.8e-08M*	u	1.1%	5.6e-08M*
CCNC(=O)C1CC(=O)N(c2ccc(OCC)cc2)C1 (stereo unspecified)	i	7%	-1%	-2.5%	u	2%	-1%	i	i	1.0%	i
CCOc1cc(C2C3=C(CCCC3=O)NC3=C2C(=O)CCC3)ccc1OCCO	i	5%	-6%	-1.4%	i	-7%	2%	2.5e-08M*	i	2.1%	2.5e-08M*
NC(=O)c1cc(N2C(=O)C3CC=CCC3C2=O)ccc1N1CCCCC1 (stereo unspecified)	x	10%	-3%	-0.8%	x	0%	5%	x	x	0.9%	x
CC(C)COC(=O)n1c(=O)oc2cc(S(=O)(=O)N3CCCCC3)ccc21	i	9%	-3%	-1.4%	i	-4%	-7%	u	u	-1.2%	i
O=C(NC12CC3CC(CC(C3)C1)C2)C1CCCN1C(=O)NC1CCCCC1 (stereo unspecified)	i	u	-1%	-3.8%	i	0%	-2%	i	i	1.1%	i
COc1ccc(O)c(C(=O)c2cnc3onc(C(C)C)c3c2)c1	i	7%	0%	-2.6%	u	0%	18%	i	u	1.8%	i
CN(C)c1ccc(-c2nc(NCc3cccnc3)c3ccccc3n2)cc1	i	-53%[inhibitor]	-5%	7.7%	u	-9%	-20%	i	i	-2.1%	i
CCN(CC)c1ccc2cc(C(=O)Nc3ccccn3)c(=O)oc2c1	i	x	x	x	5.4e-07M*	x	x	3.6e-08M*	i	x	2.9e-08M*
CCc1cccc(C)c1NC(=O)CSc1nc2ccccc2n1CC(=O)N(C)C	i	14%	1%	-1.0%	u	-4%	-1%	i	i	1.7%	i
COC(=O)CN(c1ccc(F)cc1)S(=O)(=O)c1ccc2c(c1)OCCO2	x	20%[11.4 µM]	1%	-0.8%	x	-2%	3%[7.66 µM]	x	x	-2.0%	x

Fluorescein fluor, entries above that show a hit.
SMILES,Caspase-1 inhib,BRCT inh green,Fluorescein fluor,Casp7 inh,A350 fluor,BRCT PPI red,4-MU autofl
CCN(CC)c1ccc2cc(C(=O)Nc3ccccn3)c(=O)oc2c1,x,x,5.4e-07M*,x,3.6e-08M*,x,2.9e-08M*

Going on with the list.
SMILES	Rhodamine fluor	HEK293 cAMP ctrl	Caspase-1 inhib	BRCT inh green	Fluorescein fluor	Casp7 inh	USP2a inhib	A350 fluor	TexasRed autofl	BRCT PPI red	4-MU autofl
CNS(=O)(=O)c1cc(OCC(N)=O)c(C)cc1Cl	i	0%	1%	-1.9%	i	0%	0%	i	i	-0.7%	i
Cc1cc2c(c(=O)n1Cc1cccnc1)C(c1ccccc1)C(C#N)=C(N)O2 (stereo unspecified)	i	x	x	x	i	x	x	i	i	x	i
C=CCn1c(CSc2nc3ccccc3s2)nnc1SCC(=O)OCC	x	11%	1%	0.7%	x	-2%	3%	x	x	0.9%	x
CCOc1ccc(Cl)cc1/C=N/O	x	u	-3%	-0.7%	x	-3%	1%	x	x	0.7%	x
O=c1cc(C23CC4CC(CC(C4)C2)C3)[nH][nH]1	i	-2%	-1%	-2.5%	i	-4%	38%[activator]	i	i	-0.2%	i
N#Cc1c(N)nc(SCC(=O)NCCc2ccccc2)c(C#N)c1-c1cccs1	i	x	x	x	i	x	x	5e-07M*	i	x	4.6e-07M*
Cc1ccc2c(c1)N(Cc1ccccn1)C(=O)C(C)O2 (stereo unspecified)	i	10%	-1%	-3.1%	i	0%	-2%	i	i	-0.2%	i
Cc1cccc(OCCCCCNCCO)c1	x	14%	-2%	-2.7%	x	-1%	-1%	x	x	-2.0%	x
O=C(CCC1CCCCC1)N1CCN(Cc2ccc3c(c2)OCO3)CC1	i	u	-3%	-0.2%	i	-4%	17%	i	i	0.5%	i
CN(C)c1nccc(Nc2ccccc2)c1C#N	i	5%	-1%	1.7%	i	0%	2%	i	u	-0.3%	i
COc1ccccc1N1CCN(C(=O)c2sc3nc(-c4ccc(F)cc4)cn3c2C)CC1	x	u	-4%	-2.3%	x	-2%	x	x	x	-1.6%	x
O=C(CSc1nnc(-c2ccco2)n1CC1CCCO1)NC1CCCC1 (stereo unspecified)	i	-1%	2%	-0.9%	i	1%	-5%	i	i	-0.6%	i
O=C(O)CNC(=O)c1ccccc1NC(=O)c1ccco1	i	4%	-2%	-2.4%	i	1%	3%	i	u	-0.8%	i
Cn1nnnc1SCC1=C(C(=O)O)N2C(=O)C(NC(=O)C(O)c3ccccc3)C2SC1 (stereo unspecified)	x	x	-1%	-0.6%[3.08 µM]	x	-2%	3%	x	x	0.4%	x
CSc1nc(N)nc(SCC(=O)C23CC4CC(CC(C4)C2)C3)c1C#N	i	x	x	x	i	x	x	i	i	x	i
CC(C)(C)NC(=O)C1CCC(C)(C(=O)O)C1(C)C (stereo unspecified)	i	3%	0%	0.4%	i	2%	-8%	i	i	-2.4%	i
CN(C)CCNc1oc(COc2ccc(-c3ccccc3)cc2)nc1C#N	i	23%	-4%	-1.6%	i	-2%	33%[activator]	u	u	-1.0%	i
COc1cccc(C(=O)Nc2cccc(-c3nnc(-c4ccccc4)o3)c2)c1	x	u	-1%	-2.7%	x	0%	22%	x	x	-1.5%	x
